Compound activity: PubChem BioAssay, several laboratories
Rv3671c protease = Rv3671c (M. tuberculosis) protease inhibition. P9WHR9. hit rate 0.048% among 320,000. inhibition, % at 5.96 µM; in the data active = inhibition above about 38%;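 note: extracellular domain of Rv3671c used as enzyme; 0% = enzyme with DMSO and 100% = no enzyme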
Target sequence (P9WHR9 whole entry, looked up, the tested form may be a part): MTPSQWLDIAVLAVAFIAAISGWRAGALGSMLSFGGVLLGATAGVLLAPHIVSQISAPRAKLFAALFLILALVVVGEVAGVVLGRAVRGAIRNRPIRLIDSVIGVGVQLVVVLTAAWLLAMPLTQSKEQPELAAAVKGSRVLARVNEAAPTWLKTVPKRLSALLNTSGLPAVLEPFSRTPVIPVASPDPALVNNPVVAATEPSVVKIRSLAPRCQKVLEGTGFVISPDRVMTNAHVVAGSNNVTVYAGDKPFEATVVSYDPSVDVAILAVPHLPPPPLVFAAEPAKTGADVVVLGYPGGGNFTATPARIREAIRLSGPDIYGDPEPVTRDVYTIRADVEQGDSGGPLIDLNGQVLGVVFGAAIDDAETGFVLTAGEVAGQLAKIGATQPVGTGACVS
SARS 3CLpro inh = SARS-CoV 3CLpro protease inhibition. P0C6X7. recombinant SARS-CoV 3CLpro, quenched FRET peptide cleavage. inhibition, % at 6 µM. hit rate 0.14% among 290,000. AID 1706; in the data active = inhibition above about 12%
PriA SSB inh = K. pneumoniae PriA-SSBct interaction inhibition | AlphaScreen SSBct-PriA binding, biotinylated peptide | inhibition, % at 33 µM | hit rate 0.6% among 430,000 | AID 1272365; in the data active = inhibition mostly above about 37%, no sharp cut-off; inactive = mostly below about 20%;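 note: plate controls were negative control peptide for no effect and reference peptide for full effect; strong numbers were not always called active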
MazF activator = MazEF (E. coli) toxin RNase activation | activation, % at 20 µM | FAM/BHQ RNA-DNA oligo cleavage fluorescence, 5 h | hit rate 0.32% among 350,000 | P0AE70 | AID 504720; in the data active = activation above about 50%
Target sequence (P0AE70 whole entry, looked up): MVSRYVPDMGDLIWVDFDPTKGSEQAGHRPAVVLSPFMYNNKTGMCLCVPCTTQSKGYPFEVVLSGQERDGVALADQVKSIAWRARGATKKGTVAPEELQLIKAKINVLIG
CCHF vOTU inh = blocks the CCHF virus ovarian tumor domain protease; CCHFV vOTU protease, Pep-AMC fluorescence; inhibition, % at 11.5 µM; hit rate 0.55% among 370,000; AID 651958; in the data active = inhibition above about 30%; note: 0% = vehicle wells with enzyme and 100% = no enzyme wells
BH1578 lux ind = quorum light induction in luxS cqsA deficient V. cholerae; hit rate 0.16% among 350,000; AID 588436; V. cholerae BH1578 lux reporter, luminescence, 6 h; activation, % at 18.7 µM; in the data active = activation mostly above about 9.7%, no sharp cut-off; note: not every result past the cut was called active; inactives centre near 0; reference of the scale not given here
Yp Topo-I inh = Y. pestis Topo-I inhibition via cleavage products; activity, % at 10 µM; Y. pestis Topo-I cleavage product accumulation, plate reader; hit rate 0.064% among 360,000; in the data active = activity above about 50%, passing the limit was not always enough; note: inactives centre near 2
VHR inh abs = inhibitors of human VHR1 phosphatase (DUSP3); recombinant VHR phosphatase, pNPP absorbance; AID 1654; inhibition, % at 13.3 µM; P51452; hit rate 0.52% among 290,000; in the data active = inhibition above about 50%; note: some compounds called inactive have numbers as strong as hits
Target sequence (P51452 whole entry, looked up): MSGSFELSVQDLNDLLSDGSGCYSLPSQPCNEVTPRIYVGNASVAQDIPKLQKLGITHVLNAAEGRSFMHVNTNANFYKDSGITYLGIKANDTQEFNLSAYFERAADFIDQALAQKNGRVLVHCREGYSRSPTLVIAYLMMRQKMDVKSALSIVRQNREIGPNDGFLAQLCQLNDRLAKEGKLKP
TcdB inh = inhibitors of Clostridioides difficile toxin B glycohydrolase; TcdB glycohydrolase enzymatic assay, plate reader; inhibition, % at 9.99 µM; hit rate 0.24% among 350,000; AID 652162; in the data active = inhibition above about 10%
PrPC TRFRET = cell surface PrPC inhibition, primary TR-FRET screen; hit rate 0.43% among 370,000; TR-FRET read-out; inhibition, % at 13.8 µM; P04156; in the data active = inhibition above about 24%; note: 0% = median of the test wells and 100% = reference compound wells
* = called active by the depositor; i = inactive; · = no result given; & = joins results of further samples. Some of the compounds tested; count on the stated rates, not on these rows.

SMILES	Rv3671c protease	SARS 3CLpro inh	PriA SSB inh	MazF activator	CCHF vOTU inh	BH1578 lux ind	Yp Topo-I inh	VHR inh abs	TcdB inh	PrPC TRFRET
Cc1nc(-c2cccc(NC(=O)c3ccc(-n4nccc4C)cc3)c2)cs1	-32.9	·	-4.6	-2.3	8.4	i	16.2	·	1.7	-2.9
O=C(O)c1cc(-c2ccccc2)nc(-c2ccccc2)c1	-4.0	·	-0.3	-3.8	14.7	i	3.3	·	-3.6	2.2
CCCCOc1cccc(C(=O)NC(=S)Nc2ccc(Cl)c(C(=O)O)c2)c1	0.8	-0.1	-0.4	-3.3	17.0	i	18.5	10.6	-0.7	2.2
CC(=O)c1ccc(NC(=O)CN2CCC(C(=O)c3ccc(F)cc3)CC2)cc1	7.2	4.6	-7.9	1.3	2.7	-0.2	-4.1	21.1	-1.8	-5.0
O=C/C(=C\Nc1ccc(C(=O)N2CCOCC2)cc1)c1nc2ccccc2o1	2.2	-1.2	-6.8	7.7	1.3	-0.2	10.3	11.9	0.7	7.5
CCOc1ccc(-c2csc(C3COc4ccccc4O3)n2)cc1 (stereo not given)	1.8	0.0	-21.5	-5.3	6.2	-1.0	-1.1	·	·	3.5
COc1ccc(-c2nn(-c3ccccc3)cc2C(=O)NCC(c2cccs2)N2CCOCC2)cc1 (stereo not given)	-3.9	·	-7.2	-2.3	8.6	i	12.5	·	-6.2	3.2
CC(=O)OCC1(C)CN(c2ccccc2)N(C(C)=O)C1=O (stereo not given)	-2.8	0.6	-0.8	4.0	-1.8	0.6	0.3	24.3	0.8	-4.7
Cc1ccc(C(=O)c2coc3ccc(OCC(=O)O)cc23)cc1	5.0	-2.7	2.4	-1.1	10.3	i	3.7	7.2	·	10.1
COc1cccc(NC(=S)N(CCc2nc3cc(C)c(C)cc3[nH]2)Cc2cccnc2)c1	3.4	2.7	-5.8	20.2	-3.7	i	-4.8	26.9	0.2	-0.3
CCN(CC)S(=O)(=O)c1cc(NC(=O)COC(=O)Cn2cnc3ccccc32)ccc1C	-2.8	0.7	-14.6	0.0	-10.5	-0.2	14.6	1.5	·	-0.8
CCC(C)C(=O)N[C@@H](c1ccccc1)[C@@H](O)C(=O)O[C@H]1C[C@@]2(O)[C@@H](OC(=O)c3ccccc3)C3[C@](C)(C(=O)[C@H](OC(C)=O)C(=C1C)C2(C)C)[C@@H](O)C[C@H]1OC[C@@]31OC(C)=O (stereo not given in full)	-1.6	1.0	-10.8	6.0	-4.1	-0.5	19.1	4.9	0.7	20.3
CCS(=O)(=O)n1nc(C(=O)N2CCOCC2)nc1N	0.5	1.1	-4.7	4.4	0.0	-0.1	5.2	-2.0	·	2.1
COc1ccc(-c2ccc(C(=O)O)o2)c([N+](=O)[O-])c1	1.0	0.1	-5.3	0.0	-5.8	-1.1	-8.3	-10.4	1.3	-1.0
COc1cccc(CNCCc2c[nH]c3ccccc23)c1OC	8.6	1.5	8.9	1.2	-6.7	-1.1	-3.9	2.7	0.5	8.2
Cc1ccccc1N(C(=O)c1cccs1)c1nc2ccccc2s1	-6.1	3.8	-9.7	-3.1	-3.6	i	-2.8	-10.2	2.9	5.8
Cc1ccccc1N1CC(C(=O)NC2CCCC2)CC1=O (stereo not given)	2.2	-3.0	-7.8	-5.4	14.8	-1.3	-6.7	1.9	-2.9	-2.8
Cc1cc(C)cc(C(=O)NCC(=O)OC(C)C(=O)N(C)c2ccccc2)c1 (stereo not given)	0.9	4.5	-16.3	-7.7	-0.8	-0.9	-7.5	28.2	2.3	0.7
CCOC(=O)Cn1c(=O)oc2cc(S(=O)(=O)Nc3cc(OCC)ccc3OCC)ccc21	1.9	1.8	5.3	-3.4	7.7	-2.7	8.2	2.7	·	1.5
Cc1c2cnn(-c3ccccc3)c(=O)c2c(C)n1CCCC(=O)NCCN1CCN(C)CC1	-2.2	0.2	6.2	4.6	8.7	0.3	-3.4	-11.7	0.9	1.5
C[C@H]1CN([C@@H](C)CO)C(=O)CCCn2nncc2CO[C@@H]1CN(C)Cc1ccccc1	·	·	·	0.5	-0.3	i	0.4	·	-0.6&-0.7	-3.0
CN(c1ccc(C(=O)Nc2cccnc2)cc1)S(=O)(=O)c1ccc(Cl)cc1	-7.1	0.1	1.8	2.3	-1.8	i	11.9	40.4	-1.1	-1.0
O=C(OCc1cnc(Cl)s1)c1cccc(Cl)c1	-3.8	0.5	-52.9	-6.8	9.3	i	1.4	14.0	·	-3.8
CCOC(=O)CNC(=O)CN1C(=O)CC(c2ccco2)Sc2ccccc21 (stereo not given)	-7.1	2.4	2.4	8.2	7.5	-6.2	-11.5	2.1	1.1	1.9
Cc1coc2c(C)c3oc(=O)c(CCC(=O)N4CCC(C(=O)NCCCC(=O)O)(c5ccccc5)CC4)c(C)c3cc12	-6.7	4.3	-12.6	-15.1	-11.8	i	7.3	-20.1	-0.3	2.6
Cc1cccc(C)c1N=C1SC(CC(=O)Nc2c(C)cccc2C)C(=O)N1CCc1ccccn1 (stereo not given)	1.5	-7.8	2.8	-0.8	-1.0	-1.7	16.7	-1.8	·	-8.1
O=c1[nH]cnc2c1nc(SCc1ccccc1)n2C1OC(CO)C(O)C1O (stereo not given)	-2.0	3.6	-11.4	-7.8	10.1	-0.4	-5.7	-15.7	·	-1.7
O=C1NC(=O)/C(=C/c2ccc(-c3cccc([N+](=O)[O-])c3)o2)S1	·	8.1	4.0	9.2	13.6	i	-4.5	34.6	1.2	1.4
O=c1[nH]cnc2c1C(c1ccccc1)c1c(nc[nH]c1=O)O2	·	-5.2	-9.1	3.5	14.2	-0.4	11.6	8.6	1.8	6.4
CCOC(=O)C1CCN(c2ccc(-c3cccs3)nn2)CC1	2.7	-5.5	1.7	-1.1	-14.4	i	3.3	18.2	0.1	-9.6

Record cards (already shown):
O=C1NC(=O)/C(=C/c2ccc(-c3cccc([N+](=O)[O-])c3)o2)S1 is entered as Rv3671c protease = ·; SARS 3CLpro inh = 8.1; PriA SSB inh = 4.0; MazF activator = 9.2; CCHF vOTU inh = 13.6; BH1578 lux ind = i; Yp Topo-I inh = -4.5; VHR inh abs = 34.6; TcdB inh = 1.2; PrPC TRFRET = 1.4
O=C(OCc1cnc(Cl)s1)c1cccc(Cl)c1 is entered as Rv3671c protease = -3.8; SARS 3CLpro inh = 0.5; PriA SSB inh = -52.9; MazF activator = -6.8; CCHF vOTU inh = 9.3; BH1578 lux ind = i; Yp Topo-I inh = 1.4; VHR inh abs = 14.0; TcdB inh = ·; PrPC TRFRET = -3.8

Three entries from above, arranged by molar mass, ascending.
SMILES	Rv3671c protease	SARS 3CLpro inh	PriA SSB inh	MazF activator	CCHF vOTU inh	BH1578 lux ind	Yp Topo-I inh	VHR inh abs	TcdB inh	PrPC TRFRET
CCOC(=O)CNC(=O)CN1C(=O)CC(c2ccco2)Sc2ccccc21 (stereo not given)	-7.1	2.4	2.4	8.2	7.5	-6.2	-11.5	2.1	1.1	1.9
C[C@H]1CN([C@@H](C)CO)C(=O)CCCn2nncc2CO[C@@H]1CN(C)Cc1ccccc1	·	·	·	0.5	-0.3	i	0.4	·	-0.6&-0.7	-3.0
Cc1cccc(C)c1N=C1SC(CC(=O)Nc2c(C)cccc2C)C(=O)N1CCc1ccccn1 (stereo not given)	1.5	-7.8	2.8	-0.8	-1.0	-1.7	16.7	-1.8	·	-8.1

Other records follow:
SMILES	Rv3671c protease	SARS 3CLpro inh	PriA SSB inh	MazF activator	CCHF vOTU inh	BH1578 lux ind	Yp Topo-I inh	VHR inh abs	TcdB inh	PrPC TRFRET
COc1cccc(C(=O)O/N=C(\N)c2ccc([N+](=O)[O-])cc2)c1	-5.1	2.6	i	5.3	14.7	i	2.8	24.6	·	-7.3
O=C1C(Cl)=C(N2CCC(C(=O)O)CC2)C(=O)c2ccccc21	-100.5	-5.8	-7.7	3.7	·	-5.5	-5.5	-2.8	·	·
COc1ccccc1N(CC(=O)N(CC(C)C)CC(C)C)S(=O)(=O)c1cccs1	-2.8	3.3	-4.2	5.6	13.4	i	34.1	5.9	0.1	10.5
Nc1nc(Cl)cc(Oc2ccc(Cl)cc2)n1	-1.3	-2.6	-2.9	9.7	-5.1	i	9.2	15.2	-0.5	2.0
CC1Sc2n(c3ccccc3[n+]2C)N=C1c1ccccc1 (stereo not given)	-2.9	5.7	0.1	9.1	-6.3	-0.7	3.5	12.6	·	2.2
Cc1c(C(=O)N2CCCC2)c(S(=O)(=O)N2CCN(c3ccccc3F)CC2)c(C)n1C	4.9	-1.3	1.8	12.4	6.3	i	-3.7	1.3	-0.4	-2.5
O=C(CN1CCOC1=O)N1CCCC(Nc2ccc(F)c(F)c2)C1 (stereo not given)	3.8	-4.1	-10.8	8.2	3.1	-12.3	-7.1	-17.2	-6.1	-5.7
C[C@H]1CN([C@@H](C)CO)S(=O)(=O)c2ccc(Br)cc2O[C@H]1CN(C)S(=O)(=O)c1ccccc1	·	·	·	5.4	-1.6	i	31.5	·	0.5&-0.5&0.7	-1.9
Cc1ccccc1C(=O)N(Cc1nc2ccccc2c(=O)[nH]1)C1CCCC1	5.9	-0.7	6.7	3.4	6.0	-0.2	33.6	9.1	-0.3	4.0
CC(C)(O)CC[C@@H](O)[C@](C)(O)[C@H]1CC[C@@]2(O)C3=CC(=O)[C@@H]4C[C@@H](O)[C@@H](O)C[C@]4(C)C3CC[C@]12C (stereo not given in full)	-0.2	2.4	·	10.5	-3.0	-0.6	3.1	12.0	0.0	-1.8
CC(C)c1ccc(OCC(=O)NCCO)cc1	-2.6	4.4	-4.6	3.0	-2.1	-0.4	-4.7	1.3	·	-5.2
COc1ccccc1N1CCN(Cc2nc3ccccc3c(=O)n2CC(C)=O)CC1	3.9	2.9	-11.3	5.5	14.9	i	7.2	23.2	·	7.4
CCCOc1ccc(N2C(=O)CC(N(CCc3ccccc3)C(=O)c3ccccc3)C2=O)cc1 (stereo not given)	0.7	-0.2	0.2	-0.9	-16.4	-0.2	15.3	11.8	1.0	8.8
CC(NC(=O)CCC(=O)N1CCCCCC1)c1ccccc1 (stereo not given)	-4.2	-5.0	-7.1	5.5	4.7	-0.3	-4.1	4.4	0.8	15.1
COC(=O)OCC12CCC(O1)C1(C)C(=O)OCC21 (stereo not given)	-6.4	2.2	-10.7	-1.3	-20.0	-0.3	-2.1	-5.3	·	-0.4
COc1ccc(CCN2C(=O)CC(Cc3ccc(Br)cc3)C2=O)cc1OC (stereo not given)	2.8	1.1	-6.5	0.0	-9.3	-0.2	22.2	-4.8	·	10.3
O=C(NCc1ccccc1Cl)C1CCN(S(=O)(=O)N2CCCCC2)CC1	2.0	3.4	-2.2	4.4	2.0	-0.2	7.7	26.3	·	-2.8
O=C1C=C(N2CCN(C3=CC(=O)CCC3)CC2)CCC1	3.9	-3.0	-10.9	-5.7	-0.7	i	-8.1	15.9	·	-4.3
O=C(O)Cc1sc(-c2ccccc2)nc1-c1ccccc1	0.4	1.5	-6.7	9.0	-0.8	-9.1	1.6	6.0	·	14.7
CC12CCC(=O)N1C(C(=O)Nc1ccc(Br)cc1Cl)CS2 (stereo not given)	8.5	1.2	8.0	-1.2	-9.8	i	8.7	18.7	2.0	2.4
COc1cc(CNc2ncn[nH]2)ccc1OCc1cccc(C)c1	-8.0	-1.7	-14.6	-2.4	11.0	-6.2	9.8	9.1	1.7	-0.9
COc1ccc(-n2cnnc2SCC(=O)c2ccc(S(=O)(=O)N3CCOCC3)cc2)cc1	9.2	-1.9	-4.2	5.1	-2.9	-0.4	19.3	-38.5	·	-5.6
CCN(CC(=O)NC1CCS(=O)(=O)C1)S(=O)(=O)c1ccc(F)cc1 (stereo not given)	6.8	-3.3	-15.0	-1.1	-11.1	-0.3	1.0	-1.2	·	9.6
COc1ccc(CNC(=O)Cn2cnc3c(=O)n(C)c(=O)n(C)c32)cc1	9.7	2.6	-2.3	-0.8	-6.9	-0.2	-0.5	9.4	·	-5.9
O=C(Oc1cccc(Oc2ccccc2)c1)N1CCOCC1	-1.6	-1.3	-13.6	-5.0	3.2	i	6.1	-4.1	·	-2.8
O=C(NC(=S)Nc1cc(C(F)(F)F)ccc1Cl)c1ccccc1	-5.1	-0.1	-24.3	-7.1	-1.7	-2.8	3.1	26.1	·	0.5
